MMP13 inh – MMP13 (human) collagenase inhibition | actives 0.07% (n = 65,000) | inhibition, % at 4 µM | P45452 | MMP-13 fTHP FRET cleavage, Mca fluorescence;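 active means inhibition above the mean of compound-free control plate wells plus 3 SD, cut at about 14% in these data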;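 further: 0% = DMSO wells and 100% = wells with reference MMP-13 inhibitor after basal subtraction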
Fluor 339 460 – intrinsic fluorescence of library compounds, ex339/em460 – biochemical, MLSMR library, data from DPM-DC assay, artefact control, profiling panel. actives 5.5% (n = 65,000). fluorescence fold increase at 10 µM. compound autofluorescence, ex339/em460 nm, NADH buffer; stronger effect = higher value; 1 = no-compound wells, NADH background;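 active means at 10 µM, mean starting fluorescence two-fold or more over control wells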;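 further: signal is the first read of a kinetic run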
5-HT1A blocker – antagonists of human 5-HT1a serotonin receptor; AID 612; inhibition, % at 10 µM; actives 0.68% (n = 62,000); CHO 5-HT1a Ga15 NFAT-bla reporter, antagonist mode;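 active means inhibition above the mean of all tested compounds plus 3 SD, cut at about 43% in these data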;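 further: receptor stimulated by 5-CT agonist at 100 nM near EC80; beta-lactamase reporter measured by ratiometric fluorescence of a cleavable substrate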
5HT1E antag – antagonists of human 5-HT1E serotonin receptor; P28566; CHO 5-HT1E Ga15 NFAT-bla reporter, FRET, antagonist; inhibition, % at 6 µM; actives 0.99% (n = 65,000); AID 571;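 active means inhibition above a set limit, the mean inhibition across every tested compound plus 3 SD, cut at about 29% in these data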;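 further: signal is the 460 over 535 nm emission ratio of beta-lactamase substrate; 0% = agonist plus DMSO wells and 100% = wells without agonist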
Her2 expr inh – inhibitors of human Her2 kinase expression; P04626; SKBR-3 HER2 protein level, AlphaScreen, 18-24 h; stronger effect = lower value; HER2 level % of control, % at 10 µM; actives 0.69% (n = 65,000); AID 645;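 active means HER2 level under 5% of the carrier-only control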;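 further: 100% = DMSO carrier and 0% = 500 nM PU-H71 HSP90 inhibitor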
S1P3 agonist – S1P3 (human) receptor agonism. activation, % at 4.5 µM. actives 0.1% (n = 60,000). S1P3 NFAT-BLA reporter cells, FRET ratio; relative to 1 µM S1P, basal subtracted. Q99500;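 active means activation above the screen-wide mean plus 3 SD, cut at about 4.5% in these data, passing the limit was not always enough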; further: some compounds called inactive have numbers as strong as hits
Target sequence (Q99500 whole entry, looked up): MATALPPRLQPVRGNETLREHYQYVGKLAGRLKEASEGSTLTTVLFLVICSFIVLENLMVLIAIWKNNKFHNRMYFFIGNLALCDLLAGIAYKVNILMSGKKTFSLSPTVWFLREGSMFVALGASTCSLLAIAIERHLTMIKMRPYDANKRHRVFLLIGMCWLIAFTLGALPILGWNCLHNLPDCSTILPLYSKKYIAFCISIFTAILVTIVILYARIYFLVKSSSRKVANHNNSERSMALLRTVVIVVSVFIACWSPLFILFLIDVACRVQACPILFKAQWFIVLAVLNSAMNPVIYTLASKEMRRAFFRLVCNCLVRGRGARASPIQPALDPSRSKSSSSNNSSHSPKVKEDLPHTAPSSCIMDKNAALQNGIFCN
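Benchmarks: high control 1 µM S1P / System: stable CHO line with human S1P3, Gα16, NFAT-BLA reporter / Dosing: single compound concentration, 4.5 µM final / Timing: 4 h compound at 37 °C, 2 h substrate at RT / Measured by: FRET β-lactamase substrate fluorescence, excitation 405 nm, 460/535 nm emission ratio, background-subtracted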
HTR1E agonist – activates the human 5-HT1E serotonin receptor | P28566 | CHO 5-HT1E Ga15 NFAT-bla reporter, FRET; 0% DMSO wells, 100% control agonist wells | activation, % at 6 µM | actives 0.69% (n = 65,000) | AID 574;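 active means activation above a set limit, the screen-wide mean activation plus 3 SD, cut at about 8.5% in these data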;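 further: 100% = positive control agonist at 1 µM giving full maximal response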
S1P1 ag-PAM – agonists and agonism potentiators of human S1P1 receptor. actives 0.57% (n = 56,000). P21453. S1P1 CRE-bla cells, forskolin, beta-lactamase FRET, potentiator mode; S1P1 agonist co-added at EC20, 2 nM; 100% = saturating reference agonist, 0% = basal. activation, % at 9.5 µM. AID 449;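 active means activation above a cutoff set at the mean activation of all tested compounds plus 3 SD, cut at about 54% in these data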;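 further: forskolin at 4 µM as EC80 and the EC20 agonist is SEW2871; 100% = SEW2871 at its EC100 plus forskolin at EC80; some compounds past the cut are filed as inactive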
Target sequence (P21453 whole entry, looked up): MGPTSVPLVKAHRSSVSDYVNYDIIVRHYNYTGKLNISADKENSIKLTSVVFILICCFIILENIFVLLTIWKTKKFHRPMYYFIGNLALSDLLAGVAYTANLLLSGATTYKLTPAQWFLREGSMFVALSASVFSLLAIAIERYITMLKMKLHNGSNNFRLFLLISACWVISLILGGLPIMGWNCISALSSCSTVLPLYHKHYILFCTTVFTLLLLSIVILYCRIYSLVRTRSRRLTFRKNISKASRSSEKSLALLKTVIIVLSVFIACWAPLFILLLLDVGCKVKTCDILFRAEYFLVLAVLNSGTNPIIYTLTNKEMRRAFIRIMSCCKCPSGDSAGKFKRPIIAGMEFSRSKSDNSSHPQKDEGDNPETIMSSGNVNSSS
Abs 340nm – absorbance at 340 nm; compound absorbance at 340 nm, fold over control; 65,000 tested, under 10 active; fold change at 10 µM; AID 708;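 active means at 10 µM dose, initial 340 nm absorbance at least 2 fold that of control wells; inactive means change under 2 fold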;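 further: initial absorbance extrapolated from kinetic A340 decline of NADH oxidation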
The depositor's hits bear a star; nt = not tested or not shown.

SMILES | MMP13 inh | Fluor 339 460 | 5-HT1A blocker | 5HT1E antag | Her2 expr inh | S1P3 agonist | HTR1E agonist | S1P1 ag-PAM | Abs 340nm
CCOC(=O)N1CCN(C(=O)c2cn(-c3ccc(C)c(C)c3)c(=O)c3ccccc23)CC1 | 4 | 1.1 | -8 | -1 | 96 | nt | 3.2 | nt | 1
O=C(Cn1cnc2c(nnn2Cc2ccc(Cl)cc2)c1=O)NC1CCCC1 | 3 | 1.1 | 7 | 12 | 97 | -0.1 | -0.6 | 6 | 0.98
Cc1onc(-c2ccccc2Cl)c1C(=O)Nc1ccc(-n2nncc2C(C)(C)C)cc1 | 7 | 1 | -14 | 14 | 94 | nt | -1.0 | nt | 1
Cc1ccccc1-n1c(SC(C)C(N)=O)nnc1-c1cccnc1 (configuration not stated) | 1 | 1 | 1 | 5 | 168 | -0.2 | 27* | -24 | 0.98
COc1ccc(-n2c(SCC(=O)Nc3ccc4c(c3)OCO4)nnc2C(C)N2CCCCC2)cc1 (configuration not stated) | 3 | 1.1 | 5 | 8 | 97 | -1.2 | 0.3 | 13 | 0.97
CCOC(=O)CCNC(=O)CNC(=O)OCc1ccccc1 | 2 | 1.1 | 2 | 1 | 67 | -0.7 | -0.1 | -30 | 1
O=C(NCc1ccncc1)c1ccc(Br)cc1 | 3 | 1.1 | -12 | -11 | 122 | -0.2 | 0.1 | -13 | 1
C=C1c2cc(CC)ccc2NC(=O)N1c1ccc(C)cc1 | -6 | 1.1 | 13 | 8 | 82 | -0.7 | 0.9 | -24 | 1
CCCCCNC(=O)c1cc(S(=O)(=O)N2CCCCC2)ccc1F | 3 | 1.1 | 3 | -2 | 97 | 1.1 | -0.9 | 12 | 1
Nc1nnn(Cc2ccccc2)n1 | 5 | 1 | 4 | 10 | 88 | 0.0 | -0.4 | 5 | 1
CCC(=O)c1cc2c(cc1NC(=O)C(C)C)OCCO2 | -6 | 2.1* | -1 | 9 | 113 | 4.5 | 1.0 | -7 | 1
CCC(C)NC(=O)CSC1=Nc2ccccc2C2=NC(CC(=O)NCc3ccc(F)cc3)C(=O)N12 (configuration not stated) | -34 | 2.8* | 4 | -6 | 127 | 0.0 | 0.0 | -12 | 1
CC(C)NC(=O)NC(=O)COC(=O)Cc1ccsc1 | -3 | nt | -4 | 15 | nt | nt | -1.2 | nt | nt
Cc1ccc(C)c(Oc2nnnn2-c2ccccc2)c1 | 2 | 1.1 | 14 | 16 | 117 | -0.4 | -1.0 | 13 | 1
COc1ccc(C(CNC(=O)Cn2[nH]c(=O)c3ccccc3c2=O)N2CCCC2)cc1 (configuration not stated) | 0 | 1.1 | 4 | -2 | 105 | -0.1 | -1.0 | 23 | 1
CC1CCCCN1C(=O)C1CC(c2ccc(F)cc2)=NO1 (configuration not stated) | 1 | 1.1 | -13 | 4 | 149 | 1.1 | 0.3 | 1 | 1
Nc1nc2n(n1)C(c1ccccc1)CC(c1ccc(F)cc1)N2 (configuration not stated) | -3 | 1.1 | 8 | 7 | 91 | -0.5 | -0.4 | 1 | 1
COc1ccc(-c2cn3c(C)c(C(=O)NC(C)(C)C)sc3n2)cc1 | -10 | 1.1 | -2 | 5 | 79 | 0.1 | 0.2 | 5 | 1
Cc1noc(C)c1CSc1nnc(-c2ccncc2)n1-c1cccc(Cl)c1C | 4 | 1 | 4 | -15 | 100 | 0.1 | 0.4 | -5 | 0.99
Cc1cccc(C(C)C)c1-n1nnnc1-c1ccccc1 | 1 | 0.86 | 18 | 14 | 82 | -0.2 | -1.2 | 0 | 1

4 entries out of the list above, arranged by the number in Fluor 339 460, descending:
SMILES | MMP13 inh | Fluor 339 460 | 5-HT1A blocker | 5HT1E antag | Her2 expr inh | S1P3 agonist | HTR1E agonist | S1P1 ag-PAM | Abs 340nm
CCC(C)NC(=O)CSC1=Nc2ccccc2C2=NC(CC(=O)NCc3ccc(F)cc3)C(=O)N12 (configuration not stated) | -34 | 2.8* | 4 | -6 | 127 | 0.0 | 0.0 | -12 | 1
CCC(=O)c1cc2c(cc1NC(=O)C(C)C)OCCO2 | -6 | 2.1* | -1 | 9 | 113 | 4.5 | 1.0 | -7 | 1
COc1ccc(C(CNC(=O)Cn2[nH]c(=O)c3ccccc3c2=O)N2CCCC2)cc1 (configuration not stated) | 0 | 1.1 | 4 | -2 | 105 | -0.1 | -1.0 | 23 | 1
Cc1cccc(C(C)C)c1-n1nnnc1-c1ccccc1 | 1 | 0.86 | 18 | 14 | 82 | -0.2 | -1.2 | 0 | 1

Continued.
SMILES | MMP13 inh | Fluor 339 460 | 5-HT1A blocker | 5HT1E antag | Her2 expr inh | S1P3 agonist | HTR1E agonist | S1P1 ag-PAM | Abs 340nm
CN(C)c1nc(OCCNC(=O)Nc2ccccc2)nc(N(C)C)n1 | -2 | 0.62 | nt | 12 | 107 | -2.5 | -1.4 | -21 | 1
CCNC(=O)/N=C1/NC(=O)C(C(C)C)O1 (configuration not stated) | 6 | 1 | 0 | 2 | 97 | -0.5 | 0.8 | 15 | 1
O=C(Nc1ccc2nc(C3CC3)n(Cc3ccc(F)cc3)c(=O)c2c1)c1ccco1 | 6 | 1.1 | 3 | 10 | 84 | -0.2 | 0.1 | 2 | 1.1
NC1=NC(c2cn(-c3ccccc3)nc2-c2cccs2)n2c(nc3ccccc32)N1 (configuration not stated) | 2 | 1.1 | 5 | 8 | 64 | -0.6 | -1.1 | 3 | 0.98
CC(=O)N1CCC(C(=O)Nc2ccccc2)(N(Cc2ccccc2)C(=O)c2cccnc2)CC1 | 0 | 1.1 | 5 | 9 | 129 | nt | -0.1 | nt | 1
CC(=O)Nc1ccc(S(=O)(=O)Nc2nc3c(s2)CCCC3)cc1 | -3 | 1 | 1 | 9 | 93 | -1.4 | 0.0 | -2 | 0.99
Cc1csc2ncc(C(=O)NCc3ccco3)c(=O)n12 | -34 | 3.8* | -6 | 0 | 47 | -1.0 | -1.0 | -19 | 1.1
CCCC(=O)n1nc(-c2ccco2)nc1SCc1ccccc1 | 2 | 1.1 | -15 | 3 | 102 | -1.1 | 0.7 | -9 | 1
Cc1ccnc(NC(=O)Nc2ccc(F)cc2)c1 | 5 | 1 | 23 | 2 | 63 | -1.3 | 0.4 | -31 | 0.98
CCOc1ccc(Nc2nc3c(c(=O)[nH]2)CCCC3)cc1 | -36 | 1 | 5 | -11 | 118 | 0.4 | 0.2 | 0 | 1
CC(Oc1ccc(Cl)cc1Cl)C(=O)NCCN1CCOCC1 (configuration not stated) | 3 | 0.86 | 2 | 3 | 104 | -2.0 | 0.0 | -12 | 1
CSC1=NCCN1C(=O)c1cccc(C(F)(F)F)c1 | -2 | 1.1 | -12 | 1 | 96 | 0.2 | -0.3 | 9 | 0.99
COc1ccc(-n2c(=O)cc(N3CCN(c4ccccc4)CC3)[nH]c2=O)cc1 | 2 | 1.1 | 4 | -3 | 104 | -1.1 | 0.8 | -2 | 0.98
CC(C(=O)NC1CCCC1)N(Cc1ccco1)C(=O)c1snc(C(=O)NC2CCCC2)c1N (configuration not stated) | -19 | 2.4* | 9 | 7 | 92 | 0.4 | -0.5 | -3 | 1
CCN(CC)S(=O)(=O)c1cccc(C(=O)Nc2cc(C)nn2-c2nc(C)cc(C)n2)c1 | 4 | 1 | -5 | 5 | 82 | nt | 0.1 | nt | 1
COc1cc(OC)cc(C(=O)NC2CCSC2=O)c1 (configuration not stated) | 5 | 1 | 4 | 7 | 97 | -0.8 | -0.1 | -14 | 0.96
CCN1C(=O)/C(=c2\o/c(=C3\C=Cc4ccccc4N3CC)c(=O)n2CC)SC1=S | 7 | 1.1 | -4 | 1 | 84 | -1.7 | -0.3 | -17 | 1
COc1cc(C2NC(=O)NC(c3ccccc3)=C2C(C)=O)ccc1OCC#N (configuration not stated) | -1 | 1.1 | 10 | 5 | 78 | -1.5 | -1.1 | -4 | 1.1
CC(Oc1ccc(NC(=O)c2ccco2)cc1)C(=O)N1c2ccccc2CC1C (configuration not stated) | -6 | 1.1 | 14 | -1 | 81 | -1.1 | -0.3 | 0 | 1
CCOc1cc(-c2c(C#N)c(N)nc3c2CCCC3C)ccc1O (configuration not stated) | -3 | 1.3 | 2 | 2 | 70 | -0.1 | 0.2 | -2 | 1
CC1C=CCC2C(=O)N(c3cccc(C(=O)N4CCCCCC4)c3)C(=O)C12 (configuration not stated) | 5 | 1.1 | 3 | -2 | 95 | 0.3 | -0.1 | 0 | 0.99
O=C(CN1C(=O)c2ccccc2S1(=O)=O)c1ccccc1 | 3 | 1.1 | nt | -2 | 69 | -4.5 | 0.3 | -4 | 1
COc1cccc(-c2nc(C(N)=O)c3[nH]c(=O)n(-c4cccc(Cl)c4)c3n2)c1OC | -4 | 1.3 | -16 | -9 | 97 | -0.6 | 1.5 | -82 | 1.1
CCOC(=O)c1cnc2scnn2c1=O | -3 | 1.2 | -4 | -10 | 116 | 0.3 | 0.4 | 2 | 1
COC(=O)C(CC(C)C)Oc1ccc2c(C)cc(=O)oc2c1 (configuration not stated) | -33 | 1.7 | 8 | -1 | 83 | nt | 0.0 | nt | 1.1
Cc1ccc(CN2C(=O)CCC2C(=O)NCCN(CC(C)C)CC(C)C)cc1 (configuration not stated) | -4 | 1.1 | 23 | -4 | 86 | -1.7 | -1.5 | -8 | 0.98
COc1cccc(CNc2nc3nc(C)c(Cl)c(C)n3n2)c1 | -23 | 2.3* | -15 | 7 | 119 | -1.2 | 0.6 | -32 | 1
O=C(Nc1ccccn1)C(NS(=O)(=O)c1cccc2nsnc12)c1ccccc1 (configuration not stated) | 4 | 0.94 | -12 | 2 | 89 | 1.0 | 0.4 | -5 | 1
Cc1cc(C)c(NC(=O)NC(=O)c2ccc(F)cc2)c(C)n1 | -2 | 1.1 | 8 | 9 | 94 | -0.8 | -0.8 | 7 | 1
CSc1ccc(S(=O)(=O)N2CCN(Cc3ccc4c(c3)OCO4)CC2)cc1 | 9 | 1.1 | 16 | 0 | 94 | -1.9 | -0.1 | 36 | 1
COc1cc(Br)cc(/C=N/c2ncn[nH]2)c1O | 4 | 1 | -10 | 4 | 92 | -1.0 | -1.2 | -4 | 0.93
CCOC(=O)N1CCC(NC(=O)CCc2c(C)nc3c(c(C)nn3C(C)(C)C)c2C)CC1 | -7 | 1.1 | -16 | -18 | 129 | -0.4 | 1.2 | -24 | 0.99
COC(=O)c1ccc(N2C(=O)CC(Sc3n[nH]c(C)n3)C2=O)cc1 (configuration not stated) | 1 | 0.99 | 1 | -3 | 86 | -0.9 | -0.3 | nt | 1
CCOc1ccc2c(c1)n(CO)c(=S)n2CO | 6 | 1 | 4 | 6 | 101 | -1.3 | -1.1 | 11 | 0.97
O=S1(=O)N=C(N2CCCc3ccccc32)c2ccccc21 | -3 | 1.1 | -12 | -5 | 110 | -0.3 | 0.1 | -14 | 1.1
O=C(CCn1c(=O)oc2ccccc21)Nc1ccccc1 | 10 | 1.1 | 13 | 0 | 76 | -1.1 | -1.0 | -13 | 1
CC1CCCCN1C(=O)C12CCC(C)(C(=O)C1)C2(C)C (configuration not stated) | 2 | 1.1 | -5 | -8 | 136 | 0.0 | -0.1 | 5 | 1

Compound activity (PubChem BioAssay)

This is a random part of the collection, and some 8.5% of all compounds hit somewhere here.
